Assay outcomes deposited in PubChem by NCI.
yeast sgs1 mgt1 = NCI yeast anticancer drug screen, S. cerevisiae sgs1 mgt1 strain | 10% of 78,000 active | AID 161 | growth inhibition, % at 50 µM;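 further: 0% = growth of vehicle-only cultures of the same strain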
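Compounds are added to genetically altered yeast, and growth is compared with cultures given vehicle alone to give percent inhibition.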
cln2 rad14 = NCI yeast anticancer drug screen, S. cerevisiae cln2 rad14 strain. % growth inhibition at 50 µM. 8.3% of 78,000 active;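 further: 0% = growth of vehicle-only cultures of the same strain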
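Strain: cln2 rad14 yeast, altered in cell cycle control and DNA damage repair. Read-out: growth inhibition vs vehicle.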
yeast mec2-1 = NCI yeast anticancer drug screen, S. cerevisiae mec2-1 strain | growth inhibition, % at 50 µM | 9% of 79,000 active | AID 157;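 further: 0% = growth of vehicle-only cultures of the same strain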
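Growth inhibition is read against vehicle-treated controls after compound exposure of the mec2-1 yeast strain, which is defective in DNA damage repair or cell cycle control.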
yeast rad50 = NCI yeast anticancer drug screen, S. cerevisiae rad50 strain | % growth inhibition at 50 µM | 10% of 79,000 active;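 further: 0% = growth of vehicle-only cultures of the same strain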
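DNA repair mutant yeast, compound exposure, growth read-out; inhibition is taken relative to vehicle.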
yeast mlh1 rad18 = NCI yeast anticancer drug screen, S. cerevisiae mlh1 rad18 strain; growth inhibition, % at 50 µM; 11% of 79,000 active;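 further: 0% = growth of vehicle-only cultures of the same strain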
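Compound-treated yeast growth, normalised to vehicle controls. Strain bears defined DNA repair mutations.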
yeast bub3 = NCI yeast anticancer drug screen, S. cerevisiae bub3 mutant strain; % growth inhibition at 50 µM; AID 167; 9.9% of 78,000 active;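 further: 0% = growth of vehicle-only cultures of the same strain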
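Whole-cell yeast assay. The mutant strain was incubated with compounds, and growth inhibition was determined by comparison with vehicle-treated cells.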
Starred values were filed as active, the others as inactive; . = not tested or not shown; & = joins results of further samples. No stated cut-off is given here; in the data, active means growth inhibition above about 70%; inactive means the rest.

SMILES	yeast sgs1 mgt1	cln2 rad14	yeast mec2-1	yeast rad50	yeast mlh1 rad18	yeast bub3
N#CC(/C(=N/NC(N)=S)C(=O)Nc1cccc(Cl)c1)c1ccccc1 (stereo not drawn)	10	18	14	-24	31	13
COc1cc(C[C@H]2C(=O)OCC2Cc2ccc(OC)c(OC)c2)ccc1O (stereo partly drawn)	-27	-5	-61	-39	-22	2
COc1cc2c(c(NC(C)=O)c1OC)C(=O)OC2	-3	-50	4	-19	17	34
CSC(=S)N/N=C(\c1ccccc1)c1ccccn1	1	10	13	0	6	21
O=C1CCC2(CC1)Cc1ccccc1C2O (stereo not drawn)	18	29	-8	-9	-6	-9
O=C(N/N=C/c1ccccc1[O-])c1ccccc1O.O=C(N/N=C/c1ccccc1[O-])c1ccccc1O.[Mn+2]	98*	99*	100*	99*	98*	100*
N#CCOS(=O)(=O)O	-1	-7	0	-1	-1	-3
O=C(O)/C=C\C(=O)N1CCc2ccccc21	-12	-65	-8	2	-1	-42
CC(=O)NC1CC(=O)N(c2ccccc2)C1=O (stereo not drawn)	12	6	8	16	-19	-2
CCN(CC)Cc1ccc(Nc2cc(C)nc(/N=C(\N)Nc3ccc(Cl)c(Cl)c3)n2)cc1	98*	82*	95*	97*	97*	94*
CCOC(=O)C1CN(CCc2ccccc2)CCC1=O (stereo not drawn)	32	16	-9	31	32	43
CCOC(=O)CCCCCCCCCC[N+](CC)(CC)CC(=O)c1ccc(NC(C)=O)cc1	4	12	-2	-1	0	17
Cc1cc(OC(=O)NC2CCCCC2)cc(C)c1Cl	16	8	48	5	35	27
CCC(CC)COC(=O)C(C)OC(=O)/C=C/C(=O)OC(C)C(=O)OCC(CC)CC (stereo not drawn)	2	0	1	5	17	5
COc1nc(N=P(c2ccccc2)(c2ccccc2)c2ccccc2)cc(=O)[nH]1	27	28	2	4	5	22
Cc1cc(N(CCC#N)CCC#N)ccc1/C(N=Nc1ccc([N+](=O)[O-])cc1)=N\NC(=O)c1ccccc1	-18	-5	-10	-11	-82	-27
CC(=O)N1CCC(=O)/C(=C/c2ccccc2)C1	32	16	0	5	44	18
CCN(CC)CCN(C)CCc1ccc(Br)cc1	68	53	34	32	68	54
CCC(CCC(=O)O)C1CCCCC1 (stereo not drawn)	31	46	21	29	13	46
CCCC(O)C(=O)C(CCC)N(CC)CC (stereo not drawn)	7	19	-7	2	-5	11
Cc1ccc2nc(N(C)C)nc-2c2[nH]c(=O)[nH]c12	-12	4	-32	-29	-19	-29
CC(=O)[C@]1(O)Cc2c(O)c3c(c(O)c2[C@@H](OC2CC(N)C(O)C(C)O2)C1)C(=O)c1c(O)cccc1C3=O (stereo partly drawn)	88*	89*	89*	87*	92*	89*
Cc1ccc(/C(C#N)=C/C2CCC(N(C)C)CC2)cc1 (stereo not drawn)	33	-16	22	16	25	36
CC(C)CCC[C@@H](C)[C@H]1CC[C@H]2[C@@H]3CC=C4C[C@@H](OC(=O)c5cccc6c(=O)c7ccccc7[nH]c56)CC[C@]4(C)[C@H]3CC[C@]12C	3	-5	16	13	-29	-4
CC(C)(CO)NO	3	0	-7	-14	-6	-14

Sorted by count of non-hydrogen atoms (rising): part of the list above.
SMILES	yeast sgs1 mgt1	cln2 rad14	yeast mec2-1	yeast rad50	yeast mlh1 rad18	yeast bub3
CC(C)(CO)NO	3	0	-7	-14	-6	-14
N#CCOS(=O)(=O)O	-1	-7	0	-1	-1	-3
CCC(CCC(=O)O)C1CCCCC1 (stereo not drawn)	31	46	21	29	13	46
O=C(O)/C=C\C(=O)N1CCc2ccccc21	-12	-65	-8	2	-1	-42
CC(=O)N1CCC(=O)/C(=C/c2ccccc2)C1	32	16	0	5	44	18
CCN(CC)CCN(C)CCc1ccc(Br)cc1	68	53	34	32	68	54
CSC(=S)N/N=C(\c1ccccc1)c1ccccn1	1	10	13	0	6	21
Cc1ccc(/C(C#N)=C/C2CCC(N(C)C)CC2)cc1 (stereo not drawn)	33	-16	22	16	25	36
N#CC(/C(=N/NC(N)=S)C(=O)Nc1cccc(Cl)c1)c1ccccc1 (stereo not drawn)	10	18	14	-24	31	13
COc1cc(C[C@H]2C(=O)OCC2Cc2ccc(OC)c(OC)c2)ccc1O (stereo partly drawn)	-27	-5	-61	-39	-22	2
COc1nc(N=P(c2ccccc2)(c2ccccc2)c2ccccc2)cc(=O)[nH]1	27	28	2	4	5	22
CCC(CC)COC(=O)C(C)OC(=O)/C=C/C(=O)OC(C)C(=O)OCC(CC)CC (stereo not drawn)	2	0	1	5	17	5
CCN(CC)Cc1ccc(Nc2cc(C)nc(/N=C(\N)Nc3ccc(Cl)c(Cl)c3)n2)cc1	98*	82*	95*	97*	97*	94*
CCOC(=O)CCCCCCCCCC[N+](CC)(CC)CC(=O)c1ccc(NC(C)=O)cc1	4	12	-2	-1	0	17
CC(=O)[C@]1(O)Cc2c(O)c3c(c(O)c2[C@@H](OC2CC(N)C(O)C(C)O2)C1)C(=O)c1c(O)cccc1C3=O (stereo partly drawn)	88*	89*	89*	87*	92*	89*
Cc1cc(N(CCC#N)CCC#N)ccc1/C(N=Nc1ccc([N+](=O)[O-])cc1)=N\NC(=O)c1ccccc1	-18	-5	-10	-11	-82	-27
O=C(N/N=C/c1ccccc1[O-])c1ccccc1O.O=C(N/N=C/c1ccccc1[O-])c1ccccc1O.[Mn+2]	98*	99*	100*	99*	98*	100*
CC(C)CCC[C@@H](C)[C@H]1CC[C@H]2[C@@H]3CC=C4C[C@@H](OC(=O)c5cccc6c(=O)c7ccccc7[nH]c56)CC[C@]4(C)[C@H]3CC[C@]12C	3	-5	16	13	-29	-4

One compound at a time (already shown). Screens in order: yeast sgs1 mgt1	cln2 rad14	yeast mec2-1	yeast rad50	yeast mlh1 rad18	yeast bub3
Cc1cc(N(CCC#N)CCC#N)ccc1/C(N=Nc1ccc([N+](=O)[O-])cc1)=N\NC(=O)c1ccccc1 is listed with -18	-5	-10	-11	-82	-27
COc1cc(C[C@H]2C(=O)OCC2Cc2ccc(OC)c(OC)c2)ccc1O (stereo partly drawn) is listed with -27	-5	-61	-39	-22	2

(listing goes on)
SMILES	yeast sgs1 mgt1	cln2 rad14	yeast mec2-1	yeast rad50	yeast mlh1 rad18	yeast bub3
COc1cc(/C=C2\CN(C)CC3=C2NC(=S)NC3c2cc(OC)c(OC)c(OC)c2)cc(OC)c1OC (stereo not drawn)	4	53	4	3	8	14
Cc1ccc(S(=O)(=O)NC(=O)C2C(=O)CC3(CCCCC3)CC2=O)cc1	-17	-9	30	-9	-61	-18
O=C(c1c(F)c(F)c(F)c(F)c1F)c1c(F)c(F)c(F)c(F)c1F	77*	86*	87*	85*	67	89*
Cc1ccc(C(=O)/C=C/c2ccc3c(c2)OCO3)cc1	21&14	-2&-9	-5&16	9&-7	37&15	25&29
COC(=O)C1=CC2C(C1)C1CC2C(OC(C)=O)C1N(C)C (stereo not drawn)	-1	-32	6	16	17	6
O=C(Oc1ccc(Cl)cc1Cl)C1=C(C(=O)Oc2ccc(Cl)cc2Cl)CCC1	16	-8	-21	34	-20	-14
COc1cc(-c2c(C)c(C)nc(OC)c2C#N)cc(OC)c1OC	-24	-19	-14	-1	-18	-15
CC(C)(Oc1ccc(/C=C/C(=O)c2ccccc2)cc1)C(=O)Nc1c(Cl)cccc1Cl	-3	-66	-47	-7	-1	-13
C(#Cc1ccccc1)Sc1ccccc1	66	23	31	13	56	-31
COC(=O)c1ccccc1NC(=O)Nc1ncccn1	-7	-10	2	-5	-12	-11
COc1cc2[nH]c(-c3ccccc3)cc(=O)c2c(OC)c1OC	-8	0	-4	-11	3	9
CC(=O)OC1c2ccccc2-c2ccc(N)cc21 (stereo not drawn)	25	5	-2	4	2	0
O=c1cc(-c2ccccc2)oc2cc(OCCCOc3ccc4c(=O)cc(-c5ccccc5)oc4c3)ccc12	19	-33	22	41	20	-14
O=C(N/N=C\c1c[nH]c2ccccc12)N/N=C/c1c[nH]c2ccccc12	-7	-11	-21	-4	-38	-3
COC1CC(NC(C)=O)C(OC(C)=O)C(CN=[N+]=[N-])O1 (stereo not drawn)	8	-11	9	5	6	-10
NC(=O)Cc1cc2c(cc1CO)OCO2	2	8	2	4	6	-13
CCN(CC(=O)NC(=O)c1ccccc1)c1ccccc1	-5	-34	-14	-2	-13	6
Oc1ccc(N=Nc2ccccc2)c(O)c1.Oc1ccc(N=Nc2ccccc2)c(O)c1.[Cu]	99*	97*	98*	98*	97*	97*
Cc1ccc(N=Nc2ccc(N)cc2C)c(S(N)(=O)=O)c1	51	5	4	40	49	62
CC1(C)CC(C2CC(C)(C)CC(C)(C)[C@H]2O)[C@@H](O)C(C)(C)C1 (stereo partly drawn)	-2	-13	-2	-17	-20	-26
NC(=S)c1cccc(C2Nc3ccccc3O2)c1 (stereo not drawn)	39	38	44	75*	76*	82*
NC(=O)NC(=O)Oc1cccc2ccccc12	-4	-2	-10	-1	-7	-7
N#Cc1cccc2c1Sc1ccccc1N2	89*	90*	93*	89*	60	91*
Cn1c(=S)c2[nH]c(SCc3ccncc3)nc2n(C)c1=O	64	18	59	47	78*	56
CCCCCC/C=C1\CCC(CN2CCOCC2)C1=O (stereo not drawn)	80*	63	52	82*	75*	82*
Other compounds follow:
SMILES	yeast sgs1 mgt1	cln2 rad14	yeast mec2-1	yeast rad50	yeast mlh1 rad18	yeast bub3
COc1ccc2cc(S(=O)(=O)O)ccc2c1N	32	6	8	35	31	22
c1ccc2c(c1)SCCCS2	-4	12	20	-24	-3	-4
O=C(CSc1nnc(-c2ccc(N=Cc3ccc(Cl)cc3)cc2)o1)Nc1ccccc1Cl	6	-54	-12	55	20	-12
CCS(=O)(=O)OC(C)CCl (stereo not drawn)	12	70*	-15	-6	49	-5
O=Cc1ccc([N+](=O)[O-])cc1S(=O)(=O)O	8	-5	6	2	-27	-11
Nc1ccccc1NC(=O)c1nc2ccccc2[nH]1	20	6	15	2	4	8
CC[C@@]1(OC(=O)C(N)CCCCN)C(=O)OCc2c1cc1n(c2=O)Cc2cc3ccccc3nc2-1 (stereo partly drawn)	77*	46	84*	80*	.	64
CC1=NNC(=O)C1(C)C	-21	26	1	-16	5	3
CC1OC(c2ccc(Cl)cc2)OC1C (stereo not drawn)	11	-32	21	16	11	-6
CC12c3ccccc3C(OC=O)(c3ccccc31)C1(C)c3ccccc3C2(OC=O)c2ccccc21	-4	21	-14	-16	8	0
OC(c1ccccc1)c1cccc(Br)c1 (stereo not drawn)	53	43	60	77*	87*	30
C(/C=C/C=C/Nc1ccccc1)=Nc1ccccc1	-4	4	-6	-1	4	20
N#Cc1nc(C2=C(Cl)c3ccccc3OC2)[nH]c1C#N	46	57	43	40	32	51
COc1ccc(OC)c2c3c([nH]c12)C(=O)Nc1nc(N)nc(N)c1C3	30	22	20	43	40	32
O=Nc1ccccc1C(=O)O	9	-14	4	-4	13	5
CC(C)(C)OC(=O)N(CCCN)CCCCN	-40	-21	-10	-8	-54	-32
COc1cnn(-c2ccccc2)c(=O)c1SCc1ccc(Cl)c(Cl)c1	71*	50	8	43	37	53
N#Cc1ccc(C(=O)O)cc1	-5	-55	-26	36	18	8
CCN(CCO)CC1OC(OC)C2OC(C)(C)OC12 (stereo not drawn)	-1	86*	3	10	36	24
CC/C(C)=N/NC(=S)NC	-4	-11	2	5	-2	4
C=CCc1c(Cl)nc(Cl)nc1Cl	10	-69	23	-15	-24	7
Cc1ccc(NC2=CC(=O)c3ccccc3C2=O)cc1	18	-27	6	22	9	14
COC(=O)NC(c1ccccc1)C(C)I (stereo not drawn)	-3	-10	-1	7	12	3
C=C1C(=O)OC2C1CCC1(C)CC(Br)C(=O)C(C)C21 (stereo not drawn)	14	2	-1	2	-5	-6
CCCCCC(=O)Cc1cc(OC)cc2c1C(=O)Oc1cc(O)c(C(=O)O)c(CC(=O)CCCCC)c1O2	86*	79*	86*	83*	78*	80*
CCCCCCCCCCCCNC(=O)Nc1cccc(C)c1C	4	14	-7	-2	7	-1
Oc1ccc(-c2nc(-c3cccnc3)c(-c3ccc(Cl)cc3)[nH]2)cc1O	30	15	5	20	22	24
